From PubChem
Salmonella PhoP GFP: PhoP-dependent GFP reporter repression – Salmonella Typhimurium, primary screen (AID 1863); S. Typhimurium PhoP-regulated promoter GFP reporter, 4 h; higher % means a stronger effect; 300,000 tested, 0.16% active; inhibition, % at 50 µM, or IC50 in µM where a hit was titrated;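 active = inhibition over 29.93%, a cutoff 3 SD above the screen mean, later confirmed by dose response; inconclusive = inhibition over 29.93% but no dose response follow-up; inactive = inhibition at most 29.93% or unconfirmed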;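 note: 0% = low Mg2+ inducing control and 100% = high Mg2+ repressing control; strong numbers were not always called active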
Myeloid diff MLP: compounds promoting myeloid differentiation; 360,000 tested, 1% active; calls only at 10 µM; ER-HoxA9 myeloid progenitors, lysozyme-GFP differentiation, flow cytometry;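 active = normalized GFP-positive differentiation at or above the plate's own cutoff, the solvent-only control mean plus 3 SD; inconclusive = no clear call, values can overlap the other calls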;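 note: cells exposed to compound for four days before flow analysis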
MgcRacGAP inhibition: MgcRacGAP GTPase-activating activity inhibitors, confirmation, biochemical, ADP Hunter fluorescence; MgcRacGAP-stimulated Rac1 GTP hydrolysis, ADP Hunter fluorescence; higher % means a stronger effect; GST-tagged Rac1 F28L mutant substrate; one-dose inhibition, % at 30 µM; IC50 in µM for titrated hits; 340,000 tested, 0.6% active; AID 624330;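 active = first-screen hits whose inhibition reached a set limit at any dose in the follow-up dose series; inconclusive = inhibition above the set first-screen limit but never retested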;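 note: fluorescence reports GDP produced by GAP-driven GTP hydrolysis; strong numbers were not always called active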
WT yeast gro inh: growth inhibition of WT yeast, mitochondrial fusion screen | mitochondrial fusion phenotypic screen, WT strain | inhibition, % at 10 µM | 190,000 tested, 2.1% active; in the data active = inhibition above about 58%; tested in S. cerevisiae
SV40 large T antigen: TAg ATPase/helicase activity blockers – biochemical (AID 1903); inhibition, % at 20 µM, or IC50 in µM where a hit was titrated; SV40 large T antigen ATPase/helicase inhibition assay; higher % means a stronger effect; 310,000 tested, 0.39% active; in the data active = a potency from the dose series; inconclusive = inhibition mostly from about 32% at the one dose, without a potency; inactive = the rest, 99 in 100 with inhibition below about 32%; note: strong numbers were not always called active
bCat nuc transl: beta-catenin nuclear translocation modulation | HeLa beta-catenin nuclear translocation, immunofluorescence imaging | nuclear translocation activity, % at 5 µM | 190,000 tested, 0.3% active | AID 1665;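 active = nuclear translocation activity above 50% at 5 µM, with a well cell count of 50 or more; inconclusive = wells under 50 cells across six images, flagged as toxic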;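 note: per-cell ratio of nuclear to cytoplasmic median beta-catenin stain intensity; plate controls were DMSO negative control for no effect and GSK-3 inhibitor IX positive control for full effect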
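Read-out: Nuclear/cytoplasmic beta-catenin signal ratio, % activation | Assay system: Human HeLa cell line | Times: 24 h compound exposure at 37°C, 5% CO2 | Signal: Fluorescence imaging of beta-catenin antibody stain plus DAPI | Dosing: 5 µM primary, 0.02–20 µM confirmation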
T cell modulator: T cell immune modulators affecting CD8 T cell-vesicle binding | 2C CD8+ T cell-vesicle binding, flow cytometry; stronger effect = lower value | calls only at 7 µM | 330,000 tested, 0.068% active;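 active = response, share of CD8 T cells binding vesicles, and their 90th percentile fluorescence all below set limits, cut at about 80% in these data, passing the limit was not always enough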
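Assay system: 2C TCR transgenic mouse naive CD8+ T cells, MACS-purified | Read-out: CD8+ gate FL2 mean fluorescence as % of same-row positive control | Signal: High-throughput flow cytometry with anti-B7-1 and anti-CD8 staining | Timing: Binding step 1.5 h, 37 °C, antibody labelling 20 min, ice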
RSV antiviral HEp-2: RSV antiviral activity via CPE protection, HEp-2 cells, primary 10 µM value included (AID 2391) | HEp-2 cells, RSV-induced CPE inhibition; higher % means a stronger effect | CPE inhibition, % at 10 µM; hits with a dose series show IC50 in µM | 310,000 tested, 0.13% active; in the data active = a potency from the dose series; inconclusive = CPE inhibition mostly from about 23% at the one dose, without a potency; inactive = the rest, 99 in 100 with CPE inhibition below about 21%; note: strong numbers were not always called active
West Nile virus CPE: inhibition of WNV-induced cytopathic effect – cell-based, CPE readout (AID 1621). West Nile virus-infected cells, CPE inhibition; higher % means a stronger effect. 290,000 tested, 0.02% active. one-dose CPE inhibition, % at 10 µM; IC50 in µM for titrated hits; in the data active = a potency from the dose series; inconclusive = CPE inhibition mostly from about 3.7% at the one dose, without a potency; inactive = the rest, 99 in 100 with CPE inhibition below about 2.2%; note: strong numbers were not always called active
WT yeast gro inh mutant strain: further read-out of WT yeast gro inh, marked with its call; inhibition, %; mitochondrial fusion phenotypic screen, mutant strain inhibition
bCat nuc transl cell count 5 µM: further read-out of bCat nuc transl, marked with its call; cell count; measured here: cell count, cytotoxicity flag
T cell modulator vesicle-bound %: recorded beside T cell modulator, whose call it bears; double positive events, %; measured here: CD8+ vesicle-bound cell fraction;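 binding gate set so that unloaded-vesicle control wells show 10% double positive cells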
Myeloid diff MLP GFP+ MAC1+ %: further read-out of Myeloid diff MLP, marked with its call; GFP+ MAC1+ double positive, %; measured here: differentiation confirmed by MAC1 staining
* = called active by the depositor.

Results for Cc1ccc(CN2C3CCCC2CC(NC(=O)c2ccc(F)cc2)C3)cc1 (stereo unspecified) ?
Salmonella PhoP GFP: 3.2%; Myeloid diff MLP: inactive; MgcRacGAP inhibition: 8.8%; SV40 large T antigen: 13.2%; T cell modulator: inactive; RSV antiviral HEp-2: 0.1%; West Nile virus CPE: -0.9%; T cell modulator vesicle-bound %: 46.8; Myeloid diff MLP GFP+ MAC1+ %: 0.1

What do the screens show for `CCOC(=O)N1CCC(c2cc(=O)n3[nH]ccc3n2)CC1`?
Salmonella PhoP GFP: 7.2%; Myeloid diff MLP: inactive; MgcRacGAP inhibition: 11.2%; WT yeast gro inh: -3.7; SV40 large T antigen: -0.3%; T cell modulator: inactive; RSV antiviral HEp-2: 2.3%; West Nile virus CPE: 1.2%; WT yeast gro inh mutant strain: -4.8; T cell modulator vesicle-bound %: 50.8; Myeloid diff MLP GFP+ MAC1+ %: 1.9

Results for CCNc1nc(=S)nc(NC(C)C)[nH]1 ?
Salmonella PhoP GFP: -4.2%; Myeloid diff MLP: inactive; MgcRacGAP inhibition: 11.6%; WT yeast gro inh: -10.2; SV40 large T antigen: -0.2%; bCat nuc transl: -0.2; T cell modulator: inactive; RSV antiviral HEp-2: 11.8%; West Nile virus CPE: -0.4%; WT yeast gro inh mutant strain: 33.8; bCat nuc transl cell count 5 µM: 1059; T cell modulator vesicle-bound %: 13.5; Myeloid diff MLP GFP+ MAC1+ %: 0.9

Results for COc1ccc(-c2nnc(SCC(=O)N3CCC(Cc4ccccc4)CC3)o2)cc1OC ?
Salmonella PhoP GFP: -5.2%; Myeloid diff MLP: inactive; MgcRacGAP inhibition: 6.7%; WT yeast gro inh: 17.2; SV40 large T antigen: 9.3%; bCat nuc transl: -8.8; T cell modulator: inactive; RSV antiviral HEp-2: 1.9%; West Nile virus CPE: -0.2%; WT yeast gro inh mutant strain: 15.4; bCat nuc transl cell count 5 µM: 877; T cell modulator vesicle-bound %: 22.4; Myeloid diff MLP GFP+ MAC1+ %: 1.6

Results for CC(=O)Nc1ccc(S(=O)(=O)NC(CC(=O)NCCCN2CCOCC2)C(C)C)cc1 (stereo unspecified) ?
Salmonella PhoP GFP: 7.9%; Myeloid diff MLP: inactive; MgcRacGAP inhibition: 14.2%; WT yeast gro inh: 7.6; SV40 large T antigen: 14.6%; T cell modulator: inactive; RSV antiviral HEp-2: 2.8%; West Nile virus CPE: 0.5%; WT yeast gro inh mutant strain: -2.7; T cell modulator vesicle-bound %: 25.0; Myeloid diff MLP GFP+ MAC1+ %: 1.2

What do the screens show for `CCOC(=O)C(C(=O)OCC)C(C[N+](=O)[O-])c1ccccc1` (stereo unspecified)?
Salmonella PhoP GFP: 8.2%; Myeloid diff MLP: inactive; MgcRacGAP inhibition: 2.3%; WT yeast gro inh: 8.0; SV40 large T antigen: 6.9%; bCat nuc transl: 0.5; T cell modulator: inactive; RSV antiviral HEp-2: 1.3%; West Nile virus CPE: 0.0%; WT yeast gro inh mutant strain: 1.4; bCat nuc transl cell count 5 µM: 1098; T cell modulator vesicle-bound %: 61.8; Myeloid diff MLP GFP+ MAC1+ %: 0.2

What do the screens show for `O=C(NNC(=S)NC(=O)c1cn(-c2ccccc2)nc1-c1ccccc1)c1ccncc1`?
Salmonella PhoP GFP: -9.4%; Myeloid diff MLP: inactive; MgcRacGAP inhibition: -0.8%; WT yeast gro inh: -2.3; SV40 large T antigen: 14.4%; bCat nuc transl: 0.3; T cell modulator: inactive; RSV antiviral HEp-2: 1.0%; West Nile virus CPE: -1.0%; WT yeast gro inh mutant strain: -10.3; bCat nuc transl cell count 5 µM: 1089; T cell modulator vesicle-bound %: 59.3; Myeloid diff MLP GFP+ MAC1+ %: 0.4

How did CCOc1ccccc1-n1c(=S)sc2c(=O)n(-c3ccc(C)cc3)c(=S)[nH]c21 do in these assays?
Salmonella PhoP GFP: -0.4%; Myeloid diff MLP: inactive; MgcRacGAP inhibition: 19.0%; WT yeast gro inh: 2.6; SV40 large T antigen: -3.5%; bCat nuc transl: -1.8; T cell modulator: inactive; RSV antiviral HEp-2: 0.2%; West Nile virus CPE: -0.4%; WT yeast gro inh mutant strain: 11.2; bCat nuc transl cell count 5 µM: 1144; T cell modulator vesicle-bound %: 29.8; Myeloid diff MLP GFP+ MAC1+ %: 0.3

Results for CCOC(=O)C1(C(C)(C)CC)CC(CSc2nc3ccccc3[nH]2)OC1=O (stereo unspecified) ?
Salmonella PhoP GFP: 2.0%; Myeloid diff MLP: inactive; MgcRacGAP inhibition: 6.9%; WT yeast gro inh: -0.5; SV40 large T antigen: 10.9%; bCat nuc transl: -5.3; T cell modulator: inactive; RSV antiviral HEp-2: 15.1%; West Nile virus CPE: -0.2%; WT yeast gro inh mutant strain: 11.1; bCat nuc transl cell count 5 µM: 1146; T cell modulator vesicle-bound %: 60.2; Myeloid diff MLP GFP+ MAC1+ %: 1.1

What do the screens show for `O=C(CC1NC2CCCCC2NC1=O)Nc1ccc2c(c1)OCO2` (stereo unspecified)?
Salmonella PhoP GFP: 1.0%; Myeloid diff MLP: inactive; MgcRacGAP inhibition: -1.5%; WT yeast gro inh: -6.6; SV40 large T antigen: 9.3%; T cell modulator: inactive; RSV antiviral HEp-2: 0.0%; West Nile virus CPE: 0.4%; WT yeast gro inh mutant strain: 0.8; T cell modulator vesicle-bound %: 37.8; Myeloid diff MLP GFP+ MAC1+ %: 0.7

Results for O=C(NC(=S)NC1CCSC1=O)c1cccc([N+](=O)[O-])c1 (stereo unspecified) ?
Salmonella PhoP GFP: -6.7%; Myeloid diff MLP: inactive; MgcRacGAP inhibition: 6.0%; SV40 large T antigen: 2.8%; T cell modulator: inactive; RSV antiviral HEp-2: 1.7%; West Nile virus CPE: -0.1%; T cell modulator vesicle-bound %: 7.0; Myeloid diff MLP GFP+ MAC1+ %: 0.3

Results for Cc1ccc(CSCC(=O)N2CCCC2)cc1 ?
Salmonella PhoP GFP: -8.8%; Myeloid diff MLP: inactive; MgcRacGAP inhibition: -5.2%; WT yeast gro inh: 8.2; SV40 large T antigen: 6.4%; bCat nuc transl: 4.9; T cell modulator: inactive; RSV antiviral HEp-2: -0.3%; West Nile virus CPE: 0.0%; WT yeast gro inh mutant strain: -5.6; bCat nuc transl cell count 5 µM: 802; T cell modulator vesicle-bound %: 48.1; Myeloid diff MLP GFP+ MAC1+ %: 0.2

Results for CCOC(=O)NC1C=CS(=O)(=O)C1 (stereo unspecified) ?
Salmonella PhoP GFP: -0.1%; Myeloid diff MLP: inactive; MgcRacGAP inhibition: -2.5%; WT yeast gro inh: -39.2; SV40 large T antigen: 10.6%; bCat nuc transl: -6.6; T cell modulator: inactive; RSV antiviral HEp-2: 1.1%; West Nile virus CPE: 0.2%; WT yeast gro inh mutant strain: -14.4; bCat nuc transl cell count 5 µM: 969; T cell modulator vesicle-bound %: 50.0; Myeloid diff MLP GFP+ MAC1+ %: 0.0

Results for CN(c1ccccc1)c1nc2ccsc2c(=O)s1 ?
Salmonella PhoP GFP: 9.8%; Myeloid diff MLP: inactive; MgcRacGAP inhibition: 4.8%; WT yeast gro inh: 10.6; SV40 large T antigen: -3.0%; T cell modulator: inactive; RSV antiviral HEp-2: 7.2%; West Nile virus CPE: -0.5%; WT yeast gro inh mutant strain: -11.6; T cell modulator vesicle-bound %: 22.2; Myeloid diff MLP GFP+ MAC1+ %: 0.7

How did CC(=O)N1CCc2cc(S(=O)(=O)CCC(=O)NCc3ccc(C)o3)ccc21 do in these assays?
Salmonella PhoP GFP: -3.1%; Myeloid diff MLP: inactive; MgcRacGAP inhibition: 5.6%; SV40 large T antigen: 25.2%; T cell modulator: inactive; RSV antiviral HEp-2: 0.6%; West Nile virus CPE: -0.1%; T cell modulator vesicle-bound %: 25.2; Myeloid diff MLP GFP+ MAC1+ %: 3.1

Results for Nc1cc([N+](=O)[O-])ccc1O ?
Salmonella PhoP GFP: 25.3%; Myeloid diff MLP: inactive; MgcRacGAP inhibition: inconclusive; WT yeast gro inh: -4.1; SV40 large T antigen: inconclusive; bCat nuc transl: -0.6; T cell modulator: inactive; RSV antiviral HEp-2: 0.5%; West Nile virus CPE: -0.3%; WT yeast gro inh mutant strain: -14.5; bCat nuc transl cell count 5 µM: 986; T cell modulator vesicle-bound %: 26.9; Myeloid diff MLP GFP+ MAC1+ %: 0.8

Results for CC(=O)Oc1ccc(-c2cccc(C(=O)Oc3ccccc3)c2)cc1 ?
Salmonella PhoP GFP: -8.6%; Myeloid diff MLP: inactive; MgcRacGAP inhibition: 5.5%; WT yeast gro inh: 73.7*; SV40 large T antigen: -7.5%; bCat nuc transl: 1.9; T cell modulator: inactive; RSV antiviral HEp-2: 6.4%; West Nile virus CPE: -0.1%; WT yeast gro inh mutant strain: 39.8*; bCat nuc transl cell count 5 µM: 1116; T cell modulator vesicle-bound %: 44.2; Myeloid diff MLP GFP+ MAC1+ %: 1.8

Results for C=CCn1c(NCc2ccco2)nc2ccccc21 ?
Salmonella PhoP GFP: -3.1%; Myeloid diff MLP: inactive; MgcRacGAP inhibition: 6.0%; SV40 large T antigen: 12.4%; T cell modulator: inactive; RSV antiviral HEp-2: 0.4%; West Nile virus CPE: -0.5%; T cell modulator vesicle-bound %: 59.0; Myeloid diff MLP GFP+ MAC1+ %: 0.9

What do the screens show for `COC(=O)CN(C#N)c1nc(OC)nc(N(C)C)n1`?
Salmonella PhoP GFP: -3.5%; Myeloid diff MLP: inactive; MgcRacGAP inhibition: 1.4%; WT yeast gro inh: -8.1; SV40 large T antigen: -1.5%; bCat nuc transl: -1.1; T cell modulator: inactive; RSV antiviral HEp-2: 0.3%; West Nile virus CPE: -0.2%; WT yeast gro inh mutant strain: -13.4; bCat nuc transl cell count 5 µM: 1012; T cell modulator vesicle-bound %: 46.0; Myeloid diff MLP GFP+ MAC1+ %: 1.7
